core dimer inh = HCV core protein dimerization inhibition; 0.33% of 300,000 active; inhibition, % at 5 µM; TR-FRET GST/Flag-core106 dimerization, 1536-well;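 active = inhibition above the mean of all tested compounds plus 3 SD, set per screening campaign, cut at about 45% in these data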
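Assay system – GST-tagged and Flag-tagged HCV core protein residues 1-106 · Quantity – core106 proteins, GST 13.5 nM and Flag 17 nM · Benchmarks – unlabelled core106 and no-GST-core106 wells · Read-out basis – percent inhibition of core106 dimerization signal · Detection – time-resolved FRET, ex 340 nm, em 617 and 671 nm · Schedule – 4 h at 22.5 °C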
PP5 primary = blocks human protein phosphatase 5 activity | purified PP5c, OMFP substrate fluorescence | inhibition, % at 6.7 µM | 0.18% of 320,000 active | AID 1987;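 active = inhibition above the campaign's mean inhibition across all tested compounds plus 3 SD, cut at about 9.5% in these data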;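 also: 0% = DMSO only and 100% = 100 µM cantharidin control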
Target sequence (P53041 whole entry, looked up): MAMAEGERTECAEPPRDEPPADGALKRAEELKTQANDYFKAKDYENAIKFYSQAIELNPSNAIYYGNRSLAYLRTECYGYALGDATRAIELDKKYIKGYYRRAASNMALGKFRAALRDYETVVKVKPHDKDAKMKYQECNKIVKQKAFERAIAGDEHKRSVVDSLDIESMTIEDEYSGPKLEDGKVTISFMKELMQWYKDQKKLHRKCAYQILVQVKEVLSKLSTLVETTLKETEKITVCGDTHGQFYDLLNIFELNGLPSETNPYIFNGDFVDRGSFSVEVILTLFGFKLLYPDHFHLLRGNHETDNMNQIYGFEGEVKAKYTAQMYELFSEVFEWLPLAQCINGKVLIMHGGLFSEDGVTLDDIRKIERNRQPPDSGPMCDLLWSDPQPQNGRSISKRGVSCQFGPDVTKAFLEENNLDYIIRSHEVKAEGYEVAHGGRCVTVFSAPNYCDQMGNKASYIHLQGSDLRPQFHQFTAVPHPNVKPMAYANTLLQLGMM
Yeast superoxide = yeast age-related superoxide inhibition as caloric restriction mimetic; S. cerevisiae aged cells, superoxide DHE fluorescence; stronger effect = lower value; 0.18% of 330,000 active; AID 2690; superoxide response (% of plate mean), % at 10 µM;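 active = superoxide response under a set limit, about three screen SD below normal, cut at about 65% in these data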;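 also: yeast aged for seven days with compound at 30 °C before DHE staining; 100% = average MFI of all compound-treated wells on the plate with controls excluded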
ZTA DNA inh = ZTA (EBV) inhibition in EBNA-1 counter-screen | ZTA-DNA binding, fluorescence polarization | inhibition, % at 11 µM | 0.15% of 320,000 active; in the data active = inhibition above about 33%
Target sequence (P03206 whole entry, looked up): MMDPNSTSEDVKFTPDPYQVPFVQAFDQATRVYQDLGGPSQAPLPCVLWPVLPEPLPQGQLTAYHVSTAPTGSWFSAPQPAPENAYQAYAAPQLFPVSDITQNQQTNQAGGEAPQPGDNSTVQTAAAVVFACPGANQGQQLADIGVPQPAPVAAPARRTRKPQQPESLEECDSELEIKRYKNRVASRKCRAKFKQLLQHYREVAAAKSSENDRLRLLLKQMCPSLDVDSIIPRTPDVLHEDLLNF
Fh CTSL1 inh = counter-screen for PFM18AAP inhibitors: inhibitors of F. hepatica cathepsin L1 | recombinant F. hepatica cathepsin L1, Z-Leu-Arg-MCA fluorescence | inhibition, % at 5.96 µM | 0.49% of 300,000 active | AID 1906;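 active = inhibition above the mean of all tested compounds plus 3 SD, set per screening campaign, cut at about 17% in these data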;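 also: 0% = plate median of test compound wells and 100% = 1 µM Z-Phe-Ala-diazomethylketone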
GASC-1 inh = blocks human GASC-1 demethylase activity | Q9H3R0 | GST-JMJD2C(1-420) H3K9me3 demethylation, DELFIA europium | inhibition, % at 2.35 µM | 0.069% of 330,000 active | AID 2099;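 active = more than half of a compound's replicate wells show inhibition beyond 50%, single wells judged on their own value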;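 also: signal counts dimethyl H3K9 product captured on neutravidin plate; 0% = median of DMSO wells and 100% = 0.3 times that DMSO median; strong numbers were not always called active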
TPT1 inhibitor = C. albicans TPT1 enzyme inhibition. recombinant caTPT1, FP RNA substrate dephosphorylation. inhibition, % at 5 µM. 0.81% of 300,000 active;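 active = inhibition above the mean of all tested compounds plus 3 SD, set per screening campaign, cut at about 24% in these data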;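 also: plate controls were DMSO alone for no effect and ferristatin control at 100 nM for full effect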
PP1 inh = PP1-alpha (human) inhibition in PP5 counter-screen | P62136 | purified PP1alpha, OMFP fluorescence | inhibition, % at 6.7 µM | 0.9% of 320,000 active | AID 2235;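 active = inhibition above the mean inhibition of all tested compounds plus 3 SD, computed separately for each screening campaign, cut at about 15% in these data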
Target sequence (P62136 whole entry, looked up): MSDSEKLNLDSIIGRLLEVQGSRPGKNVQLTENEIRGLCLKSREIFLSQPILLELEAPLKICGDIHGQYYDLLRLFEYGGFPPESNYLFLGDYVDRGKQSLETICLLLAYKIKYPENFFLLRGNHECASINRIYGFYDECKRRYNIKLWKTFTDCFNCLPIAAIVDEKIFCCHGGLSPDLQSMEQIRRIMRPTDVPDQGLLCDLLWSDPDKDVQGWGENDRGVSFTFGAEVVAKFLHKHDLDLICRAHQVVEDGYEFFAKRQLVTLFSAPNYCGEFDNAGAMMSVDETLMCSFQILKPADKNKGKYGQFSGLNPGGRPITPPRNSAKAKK
EBNA-1 inh = blocks EBNA-1 binding to DNA | EBNA-1 DNA binding, fluorescence polarization | inhibition, % at 14.8 µM | 0.34% of 300,000 active | AID 1950; in the data active = inhibition above about 28%
Numbers without * were called inactive; · = no result given; & = joins results of further samples.

The first 5 records, ahead of the listing:
SMILES	core dimer inh	PP5 primary	Yeast superoxide	ZTA DNA inh	Fh CTSL1 inh	GASC-1 inh	TPT1 inhibitor	PP1 inh	EBNA-1 inh
Cc1ccc(S(=O)(=O)N2[C@@H](c3ccccc3)C(C(=O)O)=CC[C@H]2c2cccc(C)c2)cc1	18	3.0	95	0	2	-3	-3	5	11
Nc1ccc(N=Nc2ccccc2)c2ccccc12	-8	2.7	95	-4	3	8	-3	3	3
COc1cccc(-c2nnc(SCc3cccnc3)o2)c1	2	0.0	82	14	4	5	6	2	0
O=C(CSCc1cccc(Br)c1)N/N=C/c1ccc2c(c1)OCO2	4	1.1	98	17	1	-21	-3	1	8
O=c1c2ccccc2nc(SCc2ccc([N+](=O)[O-])cc2)n1-c1ccccc1	13	0.5	97	3	0	-3	-1	5	2

This part in full, previewed entries included:
SMILES	core dimer inh	PP5 primary	Yeast superoxide	ZTA DNA inh	Fh CTSL1 inh	GASC-1 inh	TPT1 inhibitor	PP1 inh	EBNA-1 inh
Cc1ccc(S(=O)(=O)N2[C@@H](c3ccccc3)C(C(=O)O)=CC[C@H]2c2cccc(C)c2)cc1	18	3.0	95	0	2	-3	-3	5	11
Nc1ccc(N=Nc2ccccc2)c2ccccc12	-8	2.7	95	-4	3	8	-3	3	3
COc1cccc(-c2nnc(SCc3cccnc3)o2)c1	2	0.0	82	14	4	5	6	2	0
O=C(CSCc1cccc(Br)c1)N/N=C/c1ccc2c(c1)OCO2	4	1.1	98	17	1	-21	-3	1	8
O=c1c2ccccc2nc(SCc2ccc([N+](=O)[O-])cc2)n1-c1ccccc1	13	0.5	97	3	0	-3	-1	5	2
Cc1ccccc1OCC(=O)Nc1ccc2c(c1)OCCO2	-1	-0.1	93	12	-1	-1	-9	3	5
COC(=O)Cc1ccc(N(Cc2ccccc2F)S(=O)(=O)c2ccc(Br)cc2)cc1	-3	3.3	104	24	2	-8	-5	2	5
CN(CCc1cnn(C)c1)Cc1cn(C)nc1-c1ccc2c(c1)OCCO2	-12	4.0	109	-16	-2	-3	-1	-5	-18
CCc1cccc(C)c1NC(=O)COC(=O)Cc1ccsc1	2	-1.3	143	15	-7	0	-1	-6	-4
O=C(CSc1nnnn1C1CCCCC1)NCc1cccc(C(=O)O)c1	-6	-0.2	86	0	-4	14	-3	-3	7
CC1(C)Cc2cccc(OCC(=O)Nc3cccnc3Cl)c2O1	1	16*	100	-6	4	-12	-4	1	-3
COc1ccc(/C=N/NC(=O)c2cc(-c3ccccc3)nc3ccccc23)c(OC)c1	4	6.1	120	0	-3	5	-3	-5	-10
Cc1ccc(NC(=O)c2noc3c2CCc2ccccc2-3)cc1	10	0.1	104	8	1	21	-1	-2	9
CCOC(=O)c1cnc(SC)nc1Oc1cccc(NC(=O)c2ccc(Cl)cc2)c1	-4	0.8	108	4	-3	0	-4	-5	-13
CC(C)(C)NC[C@H](O)COc1cccc2c1CCCC2=O	-2	1.6	112	9	-3	·	0	-5	2
COC(=O)C1=C(C)NC(=O)CC1c1cccc(Cl)c1Cl (centres undefined)	0	3.6	105	-14	2	0	-4	7	6
CCCCNC(=O)CSc1nc2cc(OC)c(OC)cc2c(=O)n1Cc1ccc(OC)cc1	0	-0.7	94	5	2	-1	-1	1	8
COCCOC(=O)C1=C(C)NC(=O)NC1c1cc2c(cc1Br)OCO2 (centres undefined)	-1	-6.7	100	-2	5	-7	4	-7	-19
COc1ccc(NC(C)=O)cc1NC(C)C(=O)Nc1cccc2ccccc12 (centres undefined)	-3	-2.8	95	1	0	8	-6	-3	1
O=C(c1ccc(F)cc1)c1ccc(N2CCCCC2)cc1	16	2.7	101	-13	1	10	9	14	1

4 of these compounds in another layout:
| smiles | core dimer inh | PP5 primary | Yeast superoxide | ZTA DNA inh | Fh CTSL1 inh | GASC-1 inh | TPT1 inhibitor | PP1 inh | EBNA-1 inh |
| --- | --- | --- | --- | --- | --- | --- | --- | --- | --- |
| COc1cccc(-c2nnc(SCc3cccnc3)o2)c1 | 2 | 0.0 | 82 | 14 | 4 | 5 | 6 | 2 | 0 |
| COCCOC(=O)C1=C(C)NC(=O)NC1c1cc2c(cc1Br)OCO2 (centres undefined) | -1 | -6.7 | 100 | -2 | 5 | -7 | 4 | -7 | -19 |
| COC(=O)C1=C(C)NC(=O)CC1c1cccc(Cl)c1Cl (centres undefined) | 0 | 3.6 | 105 | -14 | 2 | 0 | -4 | 7 | 6 |
| CN(CCc1cnn(C)c1)Cc1cn(C)nc1-c1ccc2c(c1)OCCO2 | -12 | 4.0 | 109 | -16 | -2 | -3 | -1 | -5 | -18 |

Further structures follow:
SMILES	core dimer inh	PP5 primary	Yeast superoxide	ZTA DNA inh	Fh CTSL1 inh	GASC-1 inh	TPT1 inhibitor	PP1 inh	EBNA-1 inh
COC(=O)Cc1c(C)c2ccc(OC3CCCCC3=O)c(C)c2oc1=O (centres undefined)	2	-1.6	101	24	0	-1	3	-8	125*
O=C(CC1CCOCC1)Nc1ccc(Cl)c(Cl)c1	2	1.2	102	12	1	1	-2	-7	-16
N#C/C(=C(/O)CN1CCCCC1)c1nc(-c2ccc(Cl)cc2)cs1	0	-0.3	88	-12	0	2	-1	1	5
COc1ccc(/C=N/NC(=O)CCc2n[nH]c(=O)[nH]c2=O)cc1O	-11	2.5	111	-14	-2	-11	2	1	-2
Cc1cc(C(=O)N/N=C/c2ccc(-c3ccc(C)c(Cl)c3)o2)n[nH]1	6	-1.1	111	10	5	-2	1	-1	13
CCCCCCNS(=O)(=O)c1nc2nc(C)cc(C)n2n1	4	0.1	106	5	1	4	-3	1	7
Nc1cccc2c(=O)c3ccccc3[nH]c12	-26	1.8	103	4	-5	-3	2	16*	-6
Cc1ccc(NC(=O)c2cccc(Cl)c2)nc1	3	0.3	106	-8	0	-8	1	1	9
CC(C)NC(=O)Cn1cc(S(=O)(=O)N2CCCC2)c(S(=O)(=O)N2CCCC2)c1	0	-3.2	104	9	-2	-15	0	-7	-13
CC1CCCCC1NS(=O)(=O)c1ccc2c(c1)CC(=O)N2C (centres undefined)	-5	1.7	83	-1	3	-2	1	-3	-2
CC(C)NC(=O)c1ccc(COCC(F)(F)F)cc1	3	-6.1	101	-36	11	4	-3	3	-14
CCCCOC(=O)Nc1sc2c(c1C(=O)OC)CCC2	0	-1.8	108	-8	3	-1	3	0	-3
C=CCOc1cccc(/C=C2\C(=O)N(Cc3ccc(C)cc3)C(C)=C2C(=O)OC)c1	16	-1.2	116	-5	0	4	4	-2	10
C=C(C)C(=O)Nc1cccc(C2=NOC3(C2)C[C@H](C(N)=O)N(C(=O)c2ccccc2C(=O)c2ccccc2)C3)c1 (some centres undefined)	-176	4.2	98	-25	1	·	2	7	-6
O=C(O)c1nccnc1C(=O)NCc1csc2ccc(Cl)cc12	-1	-1.1	102	2	-5	-3	-1	-2	11
CCOC(=O)CNC(=O)CCNS(=O)(=O)c1ccc2c(c1)c(=O)n(C)c(=O)n2C	3	3.9	132	-1	5	-4	-1	3	-11
C=CCOc1ccc(C2=NO[C@@H]3[C@@H]4C[C@@H]([C@H]5C(=O)N(C)C(=O)[C@@H]45)[C@H]23)cc1	4	0.3	99	-4	-3	-3	-3	-1	1
COc1ccccc1/C=C1\SC(=S)N(CCC(=O)NNC(=O)c2ccccc2OC)C1=O	18	5.0	116	-5	5	34	0	3	-22
COc1ccc(Nc2cc(Nc3cc(OC)c(OC)c(OC)c3)ncn2)cc1	10	3.6	108	-12	-2	14	4	4	6
CC(C)c1cc(CN2CCN(CCC#N)CC2)cc(C(C)C)c1O	-5	2.7	96	8	1	-9	-1	-2	-7

7 entries already listed, arranged by their value in core dimer inh, largest number first:
Compound	core dimer inh
COc1ccccc1/C=C1\SC(=S)N(CCC(=O)NNC(=O)c2ccccc2OC)C1=O	18
C=CCOc1cccc(/C=C2\C(=O)N(Cc3ccc(C)cc3)C(C)=C2C(=O)OC)c1	16
C=CCOc1ccc(C2=NO[C@@H]3[C@@H]4C[C@@H]([C@H]5C(=O)N(C)C(=O)[C@@H]45)[C@H]23)cc1	4
N#C/C(=C(/O)CN1CCCCC1)c1nc(-c2ccc(Cl)cc2)cs1	0
O=C(O)c1nccnc1C(=O)NCc1csc2ccc(Cl)cc12	-1
CC1CCCCC1NS(=O)(=O)c1ccc2c(c1)CC(=O)N2C (centres undefined)	-5
Nc1cccc2c(=O)c3ccccc3[nH]c12	-26

(next part)
SMILES	core dimer inh	PP5 primary	Yeast superoxide	ZTA DNA inh	Fh CTSL1 inh	GASC-1 inh	TPT1 inhibitor	PP1 inh	EBNA-1 inh
CC(C)(C)OC(=O)N1CCC(c2cc(-c3cccs3)n[nH]2)CC1	0	2.9	112	-5	-7	2	0	9	-2
COc1ccc(C(c2c(C)[nH]n(C(N)=S)c2=O)C(C#N)C#N)cc1 (centres undefined)	7	-0.9	116	-1	2	-1	5	0	-4
COc1ccc(N2CCN(C(=O)CN(c3cccc(Br)c3)S(C)(=O)=O)CC2)cc1	-2	1.3	94	2	3	8&1	-1	-5	4
C1=C(C(c2nnnn2C2CCCCC2)N2CCCCC2)COc2ccccc21 (centres undefined)	0	1.6	91	-16	-4	4	-1	0	2
Cc1c([N+](=O)[O-])cc(C(=O)Nc2ccc3ncccc3c2)cc1[N+](=O)[O-]	12	4.2	96	-8	0	-5	-2	0	-1
COc1ccc(NC(=O)/C=N/O)cc1	-3	1.9	99	8	-3	-6	-3	-4	-13
COc1ccc(OC)c(S(=O)(=O)Nc2ccccc2O)c1	-3	4.2	89	-9	-3	-11	-2	1	-10
O=C(Cc1ccccc1)c1ccccc1C(=O)N1CCCCC1	3	1.3	98	-12	-5	-2	-1	-1	9
Cc1ccc(C2C(=O)c3ccccc3C2=O)cc1	2	-1.6	107	4	0	4	4	-2	14
CC(=O)c1ccc(NC(=O)C2CC2c2ccccc2)cc1 (centres undefined)	10	1.9	69	3	0	-3	0	1	6
Cc1ccc(Oc2nc3ccccn3c(=O)c2/C=C(\C#N)C(=O)Nc2c(C)n(C)n(-c3ccccc3)c2=O)c(C)c1	11	-2.5	110	0	0	6	8	-1	13
O=C(c1cc(-c2ccccc2)nn1-c1ccccc1)N1CCN(S(=O)(=O)c2ccc(F)cc2)CC1	14	-0.8	79	5	6	-12	2	1	-1
COc1ccc(S(=O)(=O)Nc2ccc3c(c2)n(C)c(=O)n3C)cc1C	-6	2.3	90	-14	2	-9	-1	-1	-15
CN(C)C=C1C(=O)c2ccccc2C1=O	0	2.6	110	-7	2	-6	-4	0	-11
Nc1c(C(=O)NCc2ccco2)nnn1CC(=O)Nc1ccccc1	-1	-0.5	102	2	1	-26	0	-6	-6
O=C(NCC(=O)N1CCCCCC1)c1ccc(Br)cc1	8	-3.3	97	15	-3	6	2	1	6
O=C(/C=C/c1ccco1)Nc1ccccc1C(=O)Nc1cccc(C(=O)O)c1	4	-4.1	102	13	-2	5	3	-2	7
Cc1ccc(/C=C/c2nnc(-c3cccs3)o2)cc1	7	1.9	76	-3	1	-16	-2	2	6
COc1ccccc1NC(=O)Cc1noc(CSc2nnc(C(F)(F)F)n2C)n1	0	0.1	89	6	4	10	1	-2	-3
Cc1nonc1C1CCCN1C(=O)c1cc(COc2ccc(F)cc2F)on1 (centres undefined)	2	-0.1	106	11	5	-17	5	-4	0
Cc1ccc2nc(Cl)c(/C=N/NC(=O)[C@H]3C[C@@H]3c3ccccc3)cc2c1	21	3.6	89	-23	-6	-5	-1	6	8
